Bioassay records: PubChem, National Center for Advancing Translational Sciences (NCATS)
HEK293 viab: cell viability loss counter-screen; HEK-293-SNCA-luc viability, GF-AFC fluorescence, 24 h; Potency, µM (highest dose often 57.1 µM), for the others: top-dose activity change, negative = cytotoxicity, hits mostly cytotoxic; hit rate 0.12% among 150,000;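 note: potency is the fitted concentration of half-maximal effect; 0% = DMSO-treated cells and -100% = medium-only wells without cells; nearly all actives have a fitted effect of over 30% in size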
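HEK-293-SNCA-luc cells (1500/well) plated 24 h, then exposed 24 h to a dilution series; GF-AFC added 30 min at 37C, fluorescence 405/540 nm; normalised to medium-only and DMSO wells, Hill fit.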
HEK cytotox: HEK 293 cell cytotoxicity | HEK 293 viability, ATP luminescence (CellTiter-Glo), 48-72 h | Potency, µM (highest dose often 115 µM), for the others: at the top dose activity change, negative = cytotoxicity, hits mostly inhibitors | hit rate 6.6% among 94,000 | AID 1345083; note: potency is the fitted concentration of half-maximal effect; nearly all actives have a fitted effect of over 60% in size
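CellTiter-Glo luminescence (cellular ATP) was read after 48 or 72 hr of compound exposure at 37 degree Celsius. Cells were HEK 293 plated at 250 cells/well.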
FLuc inh: Photinus pyralis luciferase inhibition. AID 1347043. Potency, µM (titrated, usually from 115 µM), inactives show at the top dose activity change, negative = inhibition, actives largely listed as inhibitors. hit rate 2.5% among 76,000. purified P. pyralis luciferase, luminescence, biochemical. P08659; note: potency is the fitted concentration of half-maximal effect; nearly all actives have a fitted effect of over 65% in size
Target sequence (P08659 whole entry, looked up): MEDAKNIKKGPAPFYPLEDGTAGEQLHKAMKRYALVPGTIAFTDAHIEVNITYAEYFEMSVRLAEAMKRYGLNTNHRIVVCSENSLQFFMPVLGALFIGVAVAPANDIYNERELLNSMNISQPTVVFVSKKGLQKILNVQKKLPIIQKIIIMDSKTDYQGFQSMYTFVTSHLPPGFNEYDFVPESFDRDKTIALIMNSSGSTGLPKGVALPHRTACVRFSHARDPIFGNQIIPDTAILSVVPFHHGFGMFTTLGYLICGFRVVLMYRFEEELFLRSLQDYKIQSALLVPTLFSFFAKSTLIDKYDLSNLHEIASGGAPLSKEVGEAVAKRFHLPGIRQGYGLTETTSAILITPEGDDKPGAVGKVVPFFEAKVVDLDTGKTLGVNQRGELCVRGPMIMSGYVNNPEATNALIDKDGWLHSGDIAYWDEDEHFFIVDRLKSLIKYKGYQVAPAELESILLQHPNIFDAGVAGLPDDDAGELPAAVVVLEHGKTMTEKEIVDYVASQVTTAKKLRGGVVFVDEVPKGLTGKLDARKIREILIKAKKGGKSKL
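Luminescence read by CCD imager after adding enzyme (10nM final) to wells holding compound, titrated in qHTS. Substrates 10uM each D-luciferin and ATP; buffer 50mM Tris acetate pH 7.5, 10mM Mg acetate, Tween-20, BSA.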
SNCA expr inh: SNCA gene expression inhibition. Potency, µM (titrated, usually from 57.2 µM), without a hit: at the highest dose activity change, negative = inhibition, usual class: inhibitors. HEK-293 SNCA-luciferase knock-in, luminescence, 24 h. hit rate 0.17% among 140,000. AID 1671194;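 note: potency is the fitted concentration of half-maximal effect; plate controls were DMSO cells for no effect and cell-free wells for full effect; nearly all actives have a fitted effect of over 45% in size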
GPT2 inhibitor: GPT2 alanine aminotransferase inhibition; hit rate 0.25% among 100,000; Recombinant GPT2, coupled pyruvate oxidase/HRP Amplex Red fluorescence; Potency, µM (series often up to 57.7 µM), inactives show at the highest dose activity change, negative = inhibition, most hits filed as inhibitors; AID 1671188; note: potency is the fitted concentration of half-maximal effect; nearly all actives have a fitted effect of over 60% in size; many of its hits are not listed in these tables
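Recombinant GPT2 (10ng/uL) with 250uM a-KG and 2mM L-alanine, 30 min at room temperature, in HEPES pH 7.5 buffer. Pyruvate detected by pyruvate oxidase/HRP/Amplex Red fluorescence after 30 min in the dark; AOA (50uM) as positive control.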
3T3 cytotox: NIH 3T3 cell cytotoxicity; NIH 3T3 viability, CellTiter-Glo ATP luminescence, 48-72 h; Potency, µM (top dose mostly 96.7 µM), for inactives: top-dose activity change, negative = cytotoxicity, most hits filed as inhibitors; hit rate 4.3% among 94,000; note: potency is the fitted concentration of half-maximal effect; nearly all actives have a fitted effect of over 55% in size
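Cytotoxicity is measured as loss of cellular ATP: NIH 3T3 cells (400/well) are exposed to compound for 48 or 72 hr at 37 °C, then CellTiter-Glo luminescence is imaged after 10 min at room temperature.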
IP6K1 inh: IP6K1 kinase inhibition. IP6K1 kinase, ADP-Glo luminescence, 2 h; active compounds read low. Q92551. activity change, % (series mostly up to about 58 µM). hit rate 0.81% among 140,000; in the data active = activity change below about -25%
Target sequence (Q92551 whole entry, looked up): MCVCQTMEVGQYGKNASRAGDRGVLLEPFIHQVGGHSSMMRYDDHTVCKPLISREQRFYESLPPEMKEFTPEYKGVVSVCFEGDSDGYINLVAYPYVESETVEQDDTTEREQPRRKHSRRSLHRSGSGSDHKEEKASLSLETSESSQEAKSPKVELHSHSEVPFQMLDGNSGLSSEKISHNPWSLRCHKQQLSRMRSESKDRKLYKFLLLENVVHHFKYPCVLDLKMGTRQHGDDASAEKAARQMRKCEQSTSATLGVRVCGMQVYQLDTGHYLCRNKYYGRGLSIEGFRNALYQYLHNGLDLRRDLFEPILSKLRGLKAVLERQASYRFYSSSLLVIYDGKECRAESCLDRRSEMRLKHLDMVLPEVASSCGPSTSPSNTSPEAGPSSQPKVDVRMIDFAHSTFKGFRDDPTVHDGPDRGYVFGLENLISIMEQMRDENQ
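ADP-Glo luminescence measures ADP made by human IP6K1 during a 2 h RT reaction with ATP/IP6 (mix at 1.3 mM/130 uM); top library doses 57.5 and 19.1 uM final.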
* hit, by the source's call; i = inactive; ? = inconclusive; . = not tested or not shown; [ ] = dose if it differs, or a comment. Unless noted, calls come from the whole dose curve; as a rule, active = well fitted curve in the direction sought with a large enough effect; inconclusive = small, poorly fitted or top-dose-only effect, or another doubt; inactive = no such curve, though single readings can be large; an effect the other way counts as inactive or inconclusive. Unless noted, % is set by controls: 0 for no effect and ±100 for the full control effect.

SMILES	HEK293 viab	HEK cytotox	FLuc inh	SNCA expr inh	GPT2 inhibitor	3T3 cytotox	IP6K1 inh
COCC1CN(C(=O)CCc2ccccc2OC)CC12CCNCC2 (stereo not given)	-18%	-13%	-3%	9%	i	-19%	2
COc1ccc(C2Sc3ccccc3N(CCN(C)C)C(=O)C2OC(C)=O)cc1 (stereo not given)	3%	.	.	13%	?	.	-3
Cc1cc(NC(=O)Cn2ccn3nc(-c4ccccc4)c(CO)c3c2=O)n[nH]1	-16%	12%	-7%	-7%	i	2%	10
COc1cccc(Nc2ncc(-c3c(C)noc3C)c3c2OCC3)c1	-2%[87.6 µM]	?	-6%[172 µM]	43%[activator][87.6 µM]	-14%[88.5 µM]	?	-9
Fc1cccc(CN2CC[C@@H]3CN(Cc4ccccc4)[C@@H]3C2)c1	0%	?	.	-7%	i	-37%	11
COc1ncccc1-c1cnc2[nH]cc(CC(=O)Nc3ccncc3)c2c1	-16%[87.6 µM]	63µM*	-20%[172 µM]	32%[activator][87.6 µM]	i	32µM*	-23
CC1(c2cccnc2)N(CC2CC2)C(=O)OC12CCN(C(=O)c1ccc(Oc3ccccc3)cc1)CC2 (stereo not given)	6%	?	-6%	-6%	5%	?	0
COCCNC(=O)[C@@H]1C[C@H](Oc2ccccc2)CN1S(=O)(=O)c1c(C)noc1C	-11%	-15%	-2%	19%	i	-7%	11
COc1ccccc1CN1CCC2(CC1)COCCN2C(=O)OCc1ccccc1	-11%[87.6 µM]	?	-5%[172 µM]	-5%[87.6 µM]	-16%[88.5 µM]	?	32
COc1ccccc1CCC(=O)N1CCCC(c2[nH]ccc2C(N)=O)C1 (stereo not given)	-3%[12.5 µM]	-17%	-6%	?	i	-19%	28
O=C(NC1CCN(CCn2nc3n(c2=O)CCCC3)C1)c1ccc(Cl)cc1 (stereo not given)	.	-9%	.	.	.	-13%	-8
CCOc1ccc(C2CC(=O)NC(NC(=O)c3cccc(Cl)c3)=N2)cc1 (stereo not given)	-3%	.	.	49%[activator]	.	.	-12
Cc1noc(C)c1[S+](=O)([O-])N1CC2(C1)NC(=O)c1ccccc1O2	5%[87.6 µM]	-17%[172 µM]	-6%[172 µM]	16%[87.6 µM]	4%[88.5 µM]	-29%[138 µM]	-4
Cc1cc(CNC(=O)c2ccc3c(c2)n(CC2CC2)c(=O)n3C2CCCCC2)on1	?	-22%	0%	?	-5%	?	0
COc1cccc(NC(=O)CCc2nc(-c3ccc(C(C)(C)C)cc3)no2)c1	2%	.	.	?	.	.	-5
Cc1cccc(NC(=O)c2c(N)sc3c2CCC(C)C3)c1 (stereo not given)	-11%	.	.	154%[activator]	.	.	16
Cc1ccc(-n2cccc2CC(=O)NCc2ccc3c(c2)OCO3)cc1	-10%	?	-12%	3%	i	?	6
CN(C)c1cccc(C(=O)NC2CCN(c3cc(-c4ccccc4)[nH]n3)C2)c1 (stereo not given)	-18%	?	7.1µM*	174%[activator]	?	?	6
NC(=O)c1cccc(-c2n[nH]c3c2CC(=O)N(CCOc2ccccc2)C3)c1	4%[87.6 µM]	?	-17%[172 µM]	36%[activator][87.6 µM]	-3%[88.5 µM]	-29%[138 µM]	0
O=C(Cc1c[nH]c2ccccc12)N1CCCN(c2cc(-c3ccc(Cl)cc3)[nH]n2)CC1	?	45µM*	0%	?	?	35µM*	8
CCc1ccc(Sc2cc(C(=O)NCCCN3CCCC(C)C3)c3ccccc3n2)cc1 (stereo not given)	19%	.	.	3%	.	.	-12
COC[C@H]1CCCN1[C@@H]1[C@H](O)[C@H](CO)O[C@@H]1CNC(=O)Nc1cccc(Cl)c1	-3%	-6%	-10%	10%	3%	-13%	14
O=C(CCc1nnn2c1CN(C(=O)c1ccccc1F)CC2)NC1CC1	-5%	i	0%	6%	i	-1%	-3
Cc1cccc(-c2nc3nc(C)cc(NCc4ccccc4Cl)n3n2)c1	?	.	.	7%	.	.	8
O=C1CCN(S(=O)(=O)c2ccccc2)CCCN(Cc2ccccn2)CCN1	3%	-28%	-5%	33%[activator]	i	?	15
Carrying on:
SMILES	HEK293 viab	HEK cytotox	FLuc inh	SNCA expr inh	GPT2 inhibitor	3T3 cytotox	IP6K1 inh
Cc1ccc(C(=O)N[C@H]2CO[C@H]3[C@@H]2OC[C@H]3OC(=O)Nc2ccccc2)cc1	-8%[87.6 µM]	?	?	81%[activator][87.6 µM]	-1%[88.5 µM]	-29%[174 µM]	-5
O=C1CC(c2ccccc2)N(Cc2ccncc2)CCCN(C(=O)NCCc2ccccc2)CCN1 (stereo not given)	-7%	?	0%	26%	3%	-28%	28
CCCOc1cccc(C(=O)N(Cc2ccc(C)o2)C2CCS(=O)(=O)C2)c1 (stereo not given)	4%	.	.	42%[activator]	.	.	-1
COCC(=O)NC[C@H]1OC[C@@H](NCc2ccccc2F)[C@@H]1O	0%[87.6 µM]	?	-5%[172 µM]	-17%[87.6 µM]	-41%[88.5 µM]	-2%[174 µM]	11
CCn1cnnc1CC1CCN(C(=O)c2ccc3cc[nH]c3c2)C1 (stereo not given)	8%	-4%	-18%	-9%	i	-14%	11
O=C(NCc1nnc2ccc(-c3ccc(F)cc3)nn12)c1ccc(F)cc1Cl	-22%	?	0%	-17%	-25%	-28%	9
Cc1cccc(CNC(=O)c2ccc(Cn3c(=O)c4cccn4c4cccnc43)cc2)c1	6%	.	.	3%	.	.	0
Cc1nc(-c2cnccn2)n(CC(=O)Nc2cccc(F)c2)c(=O)c1C	-6%	?	7%	?	i	-13%	6
COc1ccc(-c2cc3ccc(O)c(CN4CCCC4)c3oc2=O)cc1	?	.	.	62%[activator]	.	.	-2
CSc1ncc(C(=O)N2CCN(c3cc(C)ccc3C)CC2)c(C)n1	3%	.	.	-1%	.	.	-18
COc1cccc(CNS(=O)(=O)c2cc3c(cc2C)n(C)c(=O)c(=O)n3C)c1	-13%	.	.	21%	.	.	17
CCOC(=O)c1ccc(N2C(=O)c3n[nH]c(C)c3C2c2ccc(C(C)C)cc2)cc1 (stereo not given)	3%	.	.	?	.	.	0
N#Cc1ccccc1CN1CCc2nc(N3CCOCC3)[nH]c(=O)c2CC1	2%	5%	-1%	10%	i	-2%	0
COCCN1CCCCCC(O)c2cc(C(=O)N3CCN(c4ccccc4F)CC3)ccc21 (stereo not given)	-19%	?	-14%	?	i	?	-5
CCOCCCNC(=O)C(c1ccc(C)cc1)N(Cc1ccc2c(c1)OCO2)C(=O)c1ccc(NC(C)=O)cc1 (stereo not given)	-24%	.	.	-7%	.	.	0
Clc1nccc2c1ccc1ccccc12	4%	.	.	9%	-8%	.	.
Cc1ccc(-c2nnc(Nc3ccc(OC(F)(F)Cl)cc3)c3ccccc23)cc1S(=O)(=O)NC(C)(C)CO	?	.	.	-38%	.	.	4
COc1cccc(NC(=O)N[C@H]2C[C@@H](C(=O)N(C)CC(N)=O)N(C(=O)c3cnccn3)C2)c1	4%	-4%	11%	5%	0%	-4%	-1
CCc1nc2ccc(C(=O)NCc3ccccc3C)cc2nc1CC	-5%	.	.	43%[activator]	.	.	-1
COc1ccc(-n2c(=O)c3c4c(sc3n3c(SC(C)C)nnc23)COC(C(C)C)C4)cc1 (stereo not given)	4%	.	.	31%[activator]	.	.	-2
COc1ccc(-c2nc(C)nc3c2CN(C(C)=O)CC3)cc1	11%[87.6 µM]	-16%[172 µM]	-3%[172 µM]	3%[87.6 µM]	i	-23%[138 µM]	12
CC(N=C(NC#N)Nc1ccncc1)C(C)(C)C (stereo not given)	12%	.	.	6%	2%	.	-3
O=C(c1cc(-c2cccc(C(F)(F)F)c2)c2cccn2n1)N1CCOCC1	-11%	?	.	?	?	-29%	2
N#Cc1ccc(C(=O)N2CCC(N3C(=O)[C@H]4CN(Cc5ccccc5)C[C@H]4C3=O)CC2)cc1	4%	-28%	.	6%	i	-41%	37
Clc1cc(NCCC2CCCCC2)n2nccc2n1	-19%[87.6 µM]	?	-27%[172 µM]	12%[87.6 µM]	?	?	8
More entries.
SMILES	HEK293 viab	HEK cytotox	FLuc inh	SNCA expr inh	GPT2 inhibitor	3T3 cytotox	IP6K1 inh
COc1ccc(CNC(=O)c2ccc3c(c2)N(Cc2ccccc2)C(=O)c2ccccc2S3=O)cc1 (stereo not given)	11%	.	.	20%	.	.	6
Cc1nc2ccc(C(=O)N3CCC(Cn4cc(CO)nn4)CC3)cc2nc1C	-12%	-2%	3%	6%	-1%	i	1
O=C(NCc1ccccc1Cl)c1ccc2nnc(CC3CC3)n2c1	5%	?	.	5%	-3%	?	-3
CCCc1oc2ccc(NS(=O)(=O)c3ccc(OC)cc3)cc2c1C(=O)OCC	-28%	.	.	?	.	.	6
Cc1ccc(N2CC(C(=O)Nc3ccc(N(C)C)cc3)CC2=O)cc1Cl (stereo not given)	6%	.	.	12%	.	.	0
CCn1ccc2sc(C)c(C(=O)NCc3ccccc3C)c2c1=O	8%	-12%	-8%	-12%	?	i	5
CCN(CC)C(=O)C[C@@H]1c2nc(NC(=O)c3ccc(F)cc3)sc2C[C@@H]2[C@](C)(CO)[C@H](O)CC[C@]21C	-7%	-23%	-6%	13%	3%	?	-7
CC(C(=O)NCC1CCN(Cc2ccccc2F)CC1)C1CCOCC1 (stereo not given)	0%[12.5 µM]	6%	8%	-7%	i	i	0

These rows are one share of the data; rates above refer to the full screens.
